Screens as filed in PubChem.
Rtt109 Vps75 – inhibitors of C. albicans Rtt109/Vps75 HAT, primary screen, biochemical, ThioGlo CoA-SH fluorescence, plate reader; Histone acetyltransferase RTT109 (Candida albicans (strain SC5314 / ATCC MYA-2876)), …; purified Rtt109/Vps75, 4 h; inhibition, % at 34.9 µM; 330,000 compounds, 0.16% hits; AID 540336, 2011;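 active = inhibition of at least 50% in every replicate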
SR-BI HDL uptake – inhibitors of SR-BI mediated HDL lipid uptake, primary screen, ldlA[mSR-BI] cells, fluorescence, single point; ldlA[mSR-BI] CHO cells, DiI-HDL uptake fluorescence, 3 h; inhibition, % at 12.5 µM; 320,000 compounds, 0.96% hits; AID 488896, 2010;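 active = mean replicate inhibition of at least 70% and a set share of replicates each scoring 70 or more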;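 also: 0% = median of neutral control wells and 100% = median of positive control wells; values of inactives mirror those of a sister screen read the other way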
Target sequence (Q61009 whole entry, looked up): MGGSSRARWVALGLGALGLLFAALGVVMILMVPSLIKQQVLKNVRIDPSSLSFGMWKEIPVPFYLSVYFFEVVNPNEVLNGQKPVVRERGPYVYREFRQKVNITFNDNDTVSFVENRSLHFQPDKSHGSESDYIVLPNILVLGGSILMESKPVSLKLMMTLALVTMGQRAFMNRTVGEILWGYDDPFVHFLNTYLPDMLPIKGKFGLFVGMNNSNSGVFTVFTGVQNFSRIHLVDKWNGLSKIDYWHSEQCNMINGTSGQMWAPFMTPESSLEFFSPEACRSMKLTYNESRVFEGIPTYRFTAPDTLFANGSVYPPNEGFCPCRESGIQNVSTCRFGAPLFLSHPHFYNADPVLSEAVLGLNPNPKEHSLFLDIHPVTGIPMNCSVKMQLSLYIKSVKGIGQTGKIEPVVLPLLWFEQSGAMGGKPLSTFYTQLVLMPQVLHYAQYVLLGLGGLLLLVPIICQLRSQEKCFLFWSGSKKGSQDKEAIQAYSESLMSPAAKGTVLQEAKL
Wnt act – Wnt/beta-catenin pathway activators, primary screen, cell-based, plate reader, single point | Wnt/beta-catenin reporter cell assay, activator | 300,000 compounds, 1.2% hits | activation, % at 9.35 µM; in the data active = activation above about 30%, passing the limit was not always enough;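 also: 0% = neutral control wells and 100% = positive control wells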
cardiac RTF act – cardiac RTF calcium sensitivity activators, primary screen, biochemical, IANBD-TnC fluorescence, EC20 calcium; activation, % at 7.2 µM; Troponin I, cardiac muscle (Homo sapiens) + Troponin T, cardiac muscle (Homo sapiens) + …; AID 493008, 2010; IANBD-labeled TnC RTF fluorescence at EC20 calcium; 0% EC20 calcium, 100% full calcium; 340,000 compounds, 0.24% hits;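 active = activation above the mean over all tested compounds plus 3 SD, cut at about 30% in these data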;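 also: rise in fluorescence read as greater calcium sensitivity of cardiac thin filaments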
PvdQ acylase – P. aeruginosa PvdQ acylase inhibitors, primary screen, biochemical, fluorescence, plate reader and imaging, single point. AID 488965, 2010. PvdQ acylase [Pseudomonas aeruginosa LESB58]. 340,000 compounds, 0.063% hits. inhibition, % at 10 µM. purified PvdQ acylase; in the data active = inhibition above about 30%, passing the limit was not always enough;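 also: 0% = vehicle neutral wells and 100% = reference inhibitor wells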
CDK5 inh – inhibitors of human CDK5/p35 kinase, primary screen, biochemical, single concentration; Cyclin-dependent kinase 5 (Homo sapiens) + Cyclin-dependent kinase 5 activator 1 (Homo …; Recombinant CDK5/p35, ADP-Glo luminescence, 60 min; inhibition, % at 10 µM; 330,000 compounds, 0.01% hits;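 active = highest replicate inhibition of at least 50% and at least 75% of replicates reaching 50%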;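 also: plate controls were DMSO neutral control for no effect and GW8510 at 10 µM for full effect; many of its hits are not listed in these tables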
HTR5A ag ctr – HTR5A agonists in luminescence cell assay, primary screen, counter-screen for OPRM1-OPRD1 heterodimer agonist project, full-deck HTS; cell-based; activation, % at 9.3 µM; 340,000 compounds, 0.61% hits; in the data active = activation mostly above about 9.5%, no sharp cut-off; inactive = mostly below about 7.6%;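 also: 0% = cells with vehicle only and 100% = reference agonist; strong numbers were not always called active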
dFosB act – activators of delta FosB homodimer, primary screen, biochemical, fluorescence polarization, TAMRA-CDK5 oligo, single point | purified delta FosB; percent of positive-control signal above neutral wells | 340,000 compounds, 0.99% hits | AID 493131, 2011 | Protein FosB (Mus musculus), P13346 | activation, % at 25 µM;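 active = mean activation above about 17%, with every replicate also reaching it, limit read from the data, passing the limit was not always enough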;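 also: fluorescence polarization rise as delta FosB binds a TAMRA Cdk5 AP-1 oligo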
Target sequence (P13346 whole entry, looked up): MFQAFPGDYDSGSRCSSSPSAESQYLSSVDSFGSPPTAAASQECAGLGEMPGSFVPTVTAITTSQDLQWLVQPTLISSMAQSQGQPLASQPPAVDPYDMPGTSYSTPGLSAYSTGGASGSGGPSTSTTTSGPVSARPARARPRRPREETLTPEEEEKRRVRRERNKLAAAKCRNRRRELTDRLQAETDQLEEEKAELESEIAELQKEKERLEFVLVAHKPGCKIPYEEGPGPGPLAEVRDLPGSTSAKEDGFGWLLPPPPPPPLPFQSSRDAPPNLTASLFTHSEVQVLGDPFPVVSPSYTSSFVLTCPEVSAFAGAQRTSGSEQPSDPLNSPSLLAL
SR-BI DiI-HDL act – activators of SR-BI mediated DiI-HDL uptake, primary screen, ldlA[mSR-BI] CHO cells, DiI fluorescence | 3 h; 100 = double the neutral-control signal | activation, % at 12.5 µM | 320,000 compounds, 0.096% hits | AID 504775, 2011;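 active = mean replicate activation of at least 60% and every replicate at or above 60%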;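 also: 0% = median plate neutral-control signal and 100% = twice that signal; values of inactives mirror those of a sister screen read the other way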
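System: CHO ldlA[mSR-BI] cells / Medium: HEPES-buffered (25 mM, pH 7.4) F12 plus 0.5% BSA / Probe or stimulus: labelled HDL, 10 µg/mL / Doses: single compound concentration, delivered by pin transfer / Schedule: 3 h, 37 °C / Measured by: DiI fluorescence, bottom read / Measure: cell-associated DiI fluorescence as measure of HDL uptake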
MITF TRPM1 HTS – activators of MITF-driven TRPM1 promoter reporter, primary screen, cell-based, SK-MEL-5, luciferase, single point; SK-MEL-5 TRPM1-promoter luciferase, 24 h; % of positive control, neutral wells = 0; activation, % at 12.5 µM; AID 588334, 2011; 300,000 compounds, 0.75% hits;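 active = mean activation of at least 80% with every replicate also reaching 80%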;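 also: 0% = neutral control wells and 100% = parthenolide positive control wells; values of inactives mirror those of a sister screen read the other way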
* hit, by the source's call; . = no result given.

Results follow in this order: Rtt109 Vps75	SR-BI HDL uptake	Wnt act	cardiac RTF act	PvdQ acylase	CDK5 inh	HTR5A ag ctr	dFosB act	SR-BI DiI-HDL act	MITF TRPM1 HTS
> O=C(CSc1nc2ccccc2c(=O)n1NC(=O)c1ccccc1)c1ccc(Cl)cc1
→ 26.1	0.8	32.3*	-2.8	-16.1	-1.8	-0.3	4.2	-0.8	42.4
> CCN(CC1COc2ccccc2O1)C(=O)CN1C(=O)NC(C)(c2ccc(C)cc2)C1=O (stereo unspecified)
→ -3.6	14.8	0.3	15.1	-18.7	-0.1	-9.9	-11.3	-14.8	-6.9
> O=C(c1cnc2n(c1=O)CCS2)N1CCN(c2ccccc2F)CC1
→ -0.6	-19.3	-1.8	-0.6	-0.8	-0.7	1.2	-3.2	19.3	.
> CCOC(=O)c1cnc2c(Cl)cccc2c1NCCN(C)C
→ 12.2	-21.9	-1.6	-4.7	8.5	0.0	-2.1	-5.0	21.9	1.2
> CC(NC(=O)c1cnccn1)c1ccc(S(N)(=O)=O)cc1 (stereo unspecified)
→ -2.7	.	3.6	0.5	-12.2	0.2	-0.7	3.5	.	12.1
> COc1cc(/C=N/NC(=O)CN(Cc2ccccc2)S(=O)(=O)c2ccc3c(c2)OCCO3)ccc1O
→ 19.9	5.0	-2.0	-7.5	-2.6	0.0	11.4	-1.5	-5.0	8.8
> CCN(CC)S(=O)(=O)c1ccc(NC(=O)CSc2nnc(-c3ccc(F)cc3)o2)cc1
→ 29.9	18.6	-0.4	4.9	-0.5	-1.1	-2.6	-1.6	-18.6	-7.1
> CC(=O)c1ccc(OC(C)C)c(CN2CCCCC2)c1
→ 3.7	10.3	-0.2	-4.8	2.3	-1.7	-1.6	-3.1	-10.3	-5.0
> Cc1ccc(N(CC(=O)NC(C)(C)C)C(=O)CS(=O)CC(=O)Nc2ccc(F)cc2)cc1 (stereo unspecified)
→ 0.2	-23.7	-0.5	6.0	-8.9	0.8	2.7	-11.8	23.7	3.2
> CCOc1cc(C(=S)N2CCOCC2)ccc1OS(=O)(=O)c1ccccc1[N+](=O)[O-]
→ 20.2	10.8	0.2	1.0	-2.5	0.8	-1.1	1.8	-10.8	0.3
> COc1c2ccc(C(=O)NCc3cc(C(F)(F)F)cc(C(F)(F)F)c3)cc2nn1C
→ -6.8	4.1	-4.7	-3.9	-13.9	0.1	-3.8	-8.1	-4.1	1.2
> COCCCn1c(SCC(=O)N2CCc3ccccc32)nnc1-c1ccoc1C
→ 2.3	21.2	.	-1.7	-5.1	-1.3	2.7	-4.3	-21.2	-15.0
> COc1cc(NC(=NS(=O)(=O)c2ccccc2)c2ccccc2)ncn1
→ -0.8	-25.9	0.7	8.8	-10.7	1.2	-1.3	3.5	25.9	43.0
> O=C(c1cc2ccccc2o1)N1CCN(S(=O)(=O)c2c(F)cccc2F)CC1
→ -5.9	-5.3	-1.6	-0.1	-5.2	0.6	-2.4	-6.7	5.3	.
> O=C(CSc1n[nH]c(=O)[nH]c1=O)N/N=C/C=C/c1ccccc1
→ 15.4	.	0.9	-1.4	10.6	-0.4	-0.6	-0.7	.	-3.6
> CNC(=O)Nc1ccc(Cn2cc(C(F)(F)F)ccc2=O)cc1
→ -6.9	-8.6	0.8	3.3	-3.1	-1.8	-1.6	-0.6	8.6	-12.1
> CCOC(=O)CCSc1nc(C)c2cc(OC)ccc2n1
→ 4.5	6.7	.	-3.8	13.1	-1.6	-1.7	-8.0	-6.7	71.4
> CCOC(=O)c1[nH]c(C)c(C(=O)NC(C)(C)C)c1C
→ 12.1	6.4	.	4.1	-9.2	0.2	8.2	-5.9	-6.4	0.0
> Cc1ccc2c(c1)N(CC(=O)NC1CCCC1)C(=O)C(C)O2 (stereo unspecified)
→ -15.3	.	-3.3	-4.5	-15.9	-0.1	7.7	-6.9	.	-7.1
> O=C1c2ccccc2C(=O)N1CCCCN(C(=O)c1cc([N+](=O)[O-])cc([N+](=O)[O-])c1)c1ccc(Cl)cc1
→ 2.1	32.3	-4.3	-2.9	0.4	-0.5	3.9	0.6	-32.3	-10.0
> CN(C)Cc1c(C(=O)N/N=C/c2cccc(OCc3ccccc3)c2)nnn1-c1nonc1N
→ -5.6	3.6	-0.7	-4.0	-6.9	-0.9	-1.1	-23.2	-3.6	-5.3
> COCCCNS(=O)(=O)c1ccc(OC)c(Cl)c1Cl
→ -6.4	-6.7	-1.4	0.1	2.1	-0.2	3.2	-2.9	6.7	-9.6
> Cc1ccc2[nH]c(=O)c(CN(Cc3ccco3)C(=O)N3CCOCC3)cc2c1
→ 7.6	-18.7	0.9	-5.2	10.8	1.0	-0.3	-6.9	18.7	3.3
> S=c1[nH]ncn1NCc1ccc(Cl)cc1Cl
→ 1.8	.	1.0	1.8	-8.1	1.4	0.3	-1.9	.	-1.4
> Cc1cccc(C)c1N1C(=O)c2cccc([N+](=O)[O-])c2C1=O
→ -2.7	-21.7	-4.4	4.5	0.7	0.7	1.4	0.8	21.7	-15.5
> COc1ccc(CN2CCOCC2)cc1Br
→ -4.7	-24.8	-0.4	-4.4	-4.9	-1.5	3.2	-9.3	24.8	-15.0
> CCNc1sc(S(C)(=O)=O)nc1S(=O)(=O)c1ccc(Cl)cc1
→ -1.8	-10.5	1.1	2.5	-14.8	0.3	3.6	-0.9	10.6	-12.4
> Cc1cc(=O)oc(C)c1C(=O)Nc1cccc2ccccc12
→ -5.8	-27.0	3.9	1.0	-17.3	1.6	-3.1	-0.8	27.0	5.7
> COC(=O)c1[nH]c2cc(C)ccc2c1NC(=O)CN1CCc2cc(OC)c(OC)cc2C1
→ 16.4	41.7	.	1.8	7.0	1.7	3.3	-4.5	-41.7	-4.1
> COc1ccc(CN2CCn3nc(C(=O)NC(C)C)cc3C2=O)cc1
→ -4.0	8.0	0.0	1.5	-5.7	1.1	2.1	0.9	-8.0	3.6
> CCN1C[C@@H]2[C@@H]3C(=O)N(Cc4ccccc4)C(=O)[C@@H]3[C@](Cc3ccccc3)(C(=O)OC)N2C1=NC
→ 6.2	1.7	-1.1	-1.8	-6.6	-4.9	1.8	3.7	-1.7	-6.5
> C[C@@H](NC(=O)c1nc[nH]c1C(=O)N[C@H](C)c1ccccc1)c1ccccc1
→ -7.0	-17.3	-4.9	4.7	-10.4	1.2	-2.4	-0.6	17.3	5.7
> CCN(C(=O)COC(=O)CCCN1C(=O)c2cccc3cccc(c23)C1=O)C1CCS(=O)(=O)C1 (stereo unspecified)
→ 0.6	1.2	-2.0	-4.8	-3.8	-0.9	-6.6	1.1	-1.2	5.3
> O=C(CSc1ncnc2[nH]ncc12)Nc1cccc(Oc2ccccc2)c1
→ 18.7	-9.7	-0.5	-6.6	5.7	0.2	3.8	-10.4	9.7	1.0
> CCc1ccccc1N1C[C@@]23C=C[C@@H](O2)C(C(=O)OCC(C)C)[C@H]3C1=O (stereo partly specified)
→ -1.0	-5.8	.	3.5	-12.4	0.0	4.0	-9.4	5.8	-3.1
> O=C(NC1CC1)C1=C[C@@H](c2ccc3c(c2)OCO3)C[C@@H](OCc2ccc(CO)cc2)O1
→ 2.9	-14.0	1.7	5.2	-10.2	0.0	1.4	-10.1	14.0	16.5
> COc1ccc(CCNC(=O)COC(=O)c2cnc(C)cn2)cc1
→ 2.9	-34.1	.	4.7	-12.3	-0.6	-0.4	-1.0	34.1	18.2
> COC(=O)c1ccc(NC(=O)CN2CCN(c3ccc(Cl)cc3)CC2)cc1
→ 0.0	-3.4	.	1.5	-9.0	-1.0	-0.8	-1.8	3.4	10.1
> Brc1ccc2nc3c(n2c1)CCCC3
→ -0.6	-6.1	-1.5	-2.8	-9.3	-1.4	2.0	-6.3	6.1	18.7
> COc1ccc(C(CC(=O)O)NC(=O)COc2ccccc2)cc1 (stereo unspecified)
→ 0.2	-26.7	-5.8	-5.1	-13.9	-1.0	-4.5	4.3	26.7	9.7
> CCN1CCN(S(=O)(=O)c2ccc(Oc3ccccc3OC)cc2)CC1
→ 12.0	-1.3	0.1	-3.0	0.1	-1.4	7.1	3.2	1.3	-9.8
> CCN1C(=O)N[C@@H](c2ccco2)C(C(=O)OC)=C1C
→ -10.9	12.3	-0.4	2.8	-12.6	0.3	6.6	1.3	-12.3	-4.2
> CC(C)Sc1nnc(SCC(=O)N(C)C2CCS(=O)(=O)C2)s1 (stereo unspecified)
→ -4.6	-26.9	-2.1	0.1	-6.8	0.9	5.4	0.3	26.9	-0.8
> COc1ccccc1CNC(=O)COc1cccc(-n2cnnn2)c1
→ -3.5	5.3	-0.8	-1.3	-5.8	-2.9	1.6	-1.5	-5.3	-3.0

Looked up above:
COc1ccccc1CNC(=O)COc1cccc(-n2cnnn2)c1 @ dFosB act = -1.5
CCN1C(=O)N[C@@H](c2ccco2)C(C(=O)OC)=C1C @ MITF TRPM1 HTS = -4.2
